# CXCR6 block = blocks human CXCR6 beta-arrestin recruitment; 360,000 tested, 0.36% active; AID 602244; CHO-K1 PathHunter CXCR6 beta-arrestin, luminescence; O00574; inhibition, % at 20 µM; in the data active = inhibition above about 34%, passing the limit was not always enough;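 also: antagonist mode with CXCL16 agonist at 10 nM final; 0% = 10 nM CXCL16 with DMSO and 100% = unstimulated wells without agonist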
# ATG4B inh = blocks human ATG4B protease cleavage of LC3 substrate; 340,000 tested, 0.51% active; Q9Y4P1; ATG4B cleavage of LC3-PLA2, NBD-HPC fluorescence, 1 h; inhibition, % at 8.33 µM; AID 504462; in the data active = inhibition above about 40%
# Target sequence (Q9Y4P1 whole entry, looked up): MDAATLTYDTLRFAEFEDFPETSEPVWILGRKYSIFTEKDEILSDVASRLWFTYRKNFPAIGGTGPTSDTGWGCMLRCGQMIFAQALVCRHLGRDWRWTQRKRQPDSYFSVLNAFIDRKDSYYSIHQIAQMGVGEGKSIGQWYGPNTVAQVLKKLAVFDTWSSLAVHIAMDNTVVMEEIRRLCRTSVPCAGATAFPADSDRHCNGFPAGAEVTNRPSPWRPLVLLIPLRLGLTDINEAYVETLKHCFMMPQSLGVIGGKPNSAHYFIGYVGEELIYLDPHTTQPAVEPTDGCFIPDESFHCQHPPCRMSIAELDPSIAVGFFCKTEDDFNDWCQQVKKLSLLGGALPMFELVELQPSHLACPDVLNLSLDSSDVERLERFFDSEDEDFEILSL
# Gli-Sufu block = Gli-Sufu pathway antagonism; AID 588413; inhibition, % at 5 µM; Sufu-KO-LIGHT fibroblasts, Gli luciferase reporter luminescence; 340,000 tested, 0.74% active;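 active = inhibition above about 55%, limit read from the data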;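 also: 0% = DMSO-treated cells and 100% = wells with medium but no cells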
# APJ antag = antagonists of human APJ apelin receptor; P35414; CHO-K1 APJ beta-arrestin complementation, luminescence; inhibition, % at 20 µM; 330,000 tested, 0.32% active; AID 2521;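 active = inhibition above about 40% at 20 µM, limit read from the data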;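 also: cells challenged with 10 nM apelin-13 agonist together with compound; plate controls were apelin-13 plus DMSO wells for no effect and DMSO wells lacking apelin-13 for full effect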
# CCR6 antagonist = antagonists of human CCR6 receptor; P51684; CHO-K1 CCR6 PathHunter beta-arrestin, luminescence, CCL20-stimulated; inhibition, % at 20 µM; 340,000 tested, 0.49% active;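 active = compounds whose inhibition of the agonist-driven luminescence signal at 20 µM reaches about 50%, limit read from the data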;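 also: cells stimulated with CCL20 at 14 nM final; plate controls were DMSO with CCL20 for no effect and DMSO without agonist for full effect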
# Target sequence (P51684 whole entry, looked up): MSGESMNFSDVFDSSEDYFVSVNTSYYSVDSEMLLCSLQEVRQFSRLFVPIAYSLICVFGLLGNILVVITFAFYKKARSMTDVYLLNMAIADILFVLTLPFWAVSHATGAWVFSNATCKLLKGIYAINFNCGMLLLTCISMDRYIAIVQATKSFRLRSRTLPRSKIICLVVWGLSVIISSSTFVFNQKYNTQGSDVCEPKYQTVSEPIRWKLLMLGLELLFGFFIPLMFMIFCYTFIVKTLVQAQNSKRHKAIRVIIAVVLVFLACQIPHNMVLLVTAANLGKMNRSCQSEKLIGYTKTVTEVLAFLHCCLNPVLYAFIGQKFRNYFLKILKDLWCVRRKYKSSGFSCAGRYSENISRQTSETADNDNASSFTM
# UBC13 polyUb = human UBC13 polyubiquitination inhibition | inhibition, % at 20 µM | P61088 | UBC13 polyubiquitin chain formation, TR-FRET | 330,000 tested, 0.47% active; in the data active = inhibition above about 45%, passing the limit was not always enough
# Target sequence (P61088 whole entry, looked up): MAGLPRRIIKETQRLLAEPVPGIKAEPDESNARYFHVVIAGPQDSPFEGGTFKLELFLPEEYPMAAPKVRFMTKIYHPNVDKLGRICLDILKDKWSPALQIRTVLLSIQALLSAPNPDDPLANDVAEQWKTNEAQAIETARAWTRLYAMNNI
# APJ agonist = agonists of human APJ apelin receptor; CHO-K1 APJ PathHunter beta-arrestin, luminescence; 0% DMSO wells, 100% apelin; 330,000 tested, 0.11% active; P35414; AID 2520; activation, % at 20 µM;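 active = activation more than six SD over the plate average, tested at 20 µM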;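 also: 0% = DMSO alone and 100% = apelin-13 at 10 nM; some results filed as inactive read as strong as hits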
#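 Incubation: overnight seeding, 90 min compound at 25 °C, 1 h detection; test system: PathHunter CHO-K1 APJ (AGTRL-1) beta-arrestin reporter cells; amount: 1000 cells/well; doses: one dose, 20 µM compound, 1% DMSO; measured by: beta-gal luminescence; measure: agonist-driven arrestin binding to APJ; benchmarks: negative DMSO alone, positive Apelin-13 at 10 nM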
# EBI2 block = antagonists of human EBI2 receptor. P32249. EBI2 beta-arrestin recruitment, luminescence, 7a,25-OHC stimulated. inhibition, % at 5 µM. 360,000 tested, 0.81% active; in the data active = inhibition above about 38%;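 also: enzyme fragment complementation signal reports receptor beta-arrestin coupling in cells; 0% = agonist plus DMSO wells and 100% = wells without agonist; some results beyond the cut were filed as inactive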
# An asterisk follows results filed as active; / = no result given. Compounds were not picked by outcome; overall some 3% were active at least once.
# Value order: CXCR6 block	ATG4B inh	Gli-Sufu block	APJ antag	CCR6 antagonist	UBC13 polyUb	APJ agonist	EBI2 block
CN1CCN(c2nc3ccccc3nc2C(C#N)C(=O)OC2CCCCC2)CC1 (centres undefined)
→ 0.3	8.4	10.2	7.7	15.8	22.9	-5.8	7.4
O=C(CN1C(=O)S/C(=C/c2ccncc2)C1=O)Nc1ccccc1
→ -10.7	-4.0	10.8	-51.4	-11.8	-3.5	19.1	2.5
Cc1ccc(-n2nc3c(Cl)nnc(C)c3c2C)cc1
→ -5.5	-4.4	10.4	-7.4	-8.7	-4.0	-1.8	-2.8
COc1cccc(NC(=O)C(=O)NCc2ccncc2)c1
→ 3.6	4.6	-62.2	15.8	8.1	-14.4	-2.8	-8.0
O=S(=O)(c1ccc(F)cc1)N1CC2CCCN2c2ccc(C(F)(F)F)cc21 (centres undefined)
→ -8.5	0.1	1.1	7.2	-5.8	2.4	-1.9	-9.5
N#Cc1ccc(CC(C(=O)O)N2Cc3ccccc3C2=O)cc1 (centres undefined)
→ -5.4	2.6	5.7	8.2	-1.6	-0.2	-2.0	-4.2
Cc1cccc(C)c1NC(=O)C(c1ccc([N+](=O)[O-])cc1)N1CCCCC1 (centres undefined)
→ 11.8	-2.2	13.5	1.1	11.3	-2.5	-5.8	4.6
O=C(CSc1ccc2nnc(-c3cccc(F)c3)n2n1)N1CCCc2ccccc21
→ 7.6	-3.7	3.0	9.8	11.8	-5.0	-3.1	9.5
CC1(C)CC(=O)C=C(c2cccc3c2oc2ccccc23)C1
→ -7.9	-0.7	-14.9	4.5	17.7	0.8	6.2	28.6
Cc1ccc(/C=N/Nc2nc(N3CCOCC3)nc(N3CCOCC3)n2)o1
→ -3.6	5.4	12.2	0.0	3.7	-9.9	-3.3	-2.6
NC(=O)c1ccc(NC(=O)CNC(c2ccccc2)c2ccccc2)cc1
→ 3.9	-3.5	-1.4	10.1	10.0	4.2	-1.2	-6.8
Oc1ccc2ccccc2c1C=Nc1ccccc1Br
→ 2.1	-0.7	1.6	15.3	15.0	-20.6	-2.8	-13.7
CCN1C(C(=O)c2ccccc2)=C(Nc2ccccc2C)c2ccccc2S1(=O)=O
→ 11.1	50.8*	3.0	12.6	23.6	-3.6	-3.6	20.2
CC(C)CN(C(=O)COC(=O)c1c(Cl)ccc(Cl)c1Cl)C1CCS(=O)(=O)C1 (centres undefined)
→ -3.7	-5.8	1.5	4.0	1.9	15.7	0.2	9.6
Cc1ccc2c(c1)CCCN2C(=O)NC1CCCCC1
→ -17.1	5.4	2.5	10.2	-5.9	-31.9	-1.0	5.9
COC(=O)c1ccc(S(=O)(=O)N(C2CCCCC2)C2CCCCC2)n1C
→ 7.8	-10.5	7.4	-7.0	24.9	-1.1	-0.7	13.5
Cc1cc(C(C)(C)C)ccc1OC(=O)C1=CC=CN2CCS(=O)(=O)N=C12
→ -2.2	-3.1	-7.9	6.0	1.2	-4.3	-1.6	4.1
C/C(=N\NC(=O)C(N)=O)c1ccc(Br)cc1
→ 1.1	1.9	1.3	-9.3	-7.2	-5.2	-3.1	-3.0
O=C1CCC(O)CCN1CCSc1ccccc1 (centres undefined)
→ -0.2	0.7	-33.9	4.8	4.0	-1.7	8.8	-0.2
COc1ccc(C(=O)C2CCCN(C(=O)c3cccc(Cl)c3F)C2)cc1OC (centres undefined)
→ -15.2	-5.4	7.8	16.7	13.8	2.7	1.3	-2.0
CC1CCc2c(sc(NC(=O)CSc3nc4c(c(C(F)(F)F)n3)CCc3ccccc3-4)c2C(N)=O)C1 (centres undefined)
→ 5.2	34.4	2.8	-8.4	-2.3	-2.7	-2.9	-6.3
CCOC(=O)c1ccc(NC(=S)N(CCCN2CCN(CC)CC2)Cc2ccco2)cc1
→ 2.4	-1.3	14.4	-1.1	7.9	1.0	-2.8	-2.0
CCN(C(=O)CN1C(=O)S/C(=C\c2ccc(Cl)cc2)C1=O)C1CCS(=O)(=O)C1 (centres undefined)
→ -4.1	6.8	-12.5	13.6	-8.1	-16.7	1.8	-8.4
CN1CCN(S(=O)(=O)c2ccc(N3CCN(S(=O)(=O)/C=C/c4ccccc4)CC3)nc2)CC1
→ -4.0	-18.0	3.8	-1.6	1.4	-3.2	5.3	8.2
CC(C)Oc1ccc(S(=O)(=O)N2CCCCC2)cc1NC(=O)CN1C(=O)NC2(CCCC2)C1=O
→ -11.0	-10.7	4.5	3.7	5.0	5.6	-3.6	-4.4
COCC(C)N1CCC(n2nccc2NC(=O)c2ccc3c(c2)OCO3)CC1 (centres undefined)
→ 3.1	1.2	6.9	10.8	6.6	-3.5	-1.5	0.3
O=c1nc(/C=C/c2ccc(O)c(O)c2)oc2ccccc12
→ 6.8	5.4	-25.0	/	21.8	/	/	-6.1
Cn1c(SCCC#N)nnc1-c1ccc(F)cc1
→ 3.6	/	/	-0.1	/	7.1	-5.6	1.3
C/C(=N\NC(=O)c1cccc([N+](=O)[O-])c1)c1cccnc1
→ -4.8	4.9	0.6	13.6	-0.6	6.9	0.4	2.0
CCOc1ccc(N(CC(=O)NC2CC2)S(=O)(=O)c2ccc(C)cc2)cc1
→ 4.3	-7.0	-2.8	8.0	-8.5	-1.4	0.1	7.8

# Three of these compounds in a different format:
structure	CXCR6 block	ATG4B inh	Gli-Sufu block	APJ antag	CCR6 antagonist	UBC13 polyUb	APJ agonist	EBI2 block
C/C(=N\NC(=O)C(N)=O)c1ccc(Br)cc1	1.1	1.9	1.3	-9.3	-7.2	-5.2	-3.1	-3.0
COCC(C)N1CCC(n2nccc2NC(=O)c2ccc3c(c2)OCO3)CC1 (centres undefined)	3.1	1.2	6.9	10.8	6.6	-3.5	-1.5	0.3
O=c1nc(/C=C/c2ccc(O)c(O)c2)oc2ccccc12	6.8	5.4	-25.0	/	21.8	/	/	-6.1

# (next part)
# Value order: CXCR6 block	ATG4B inh	Gli-Sufu block	APJ antag	CCR6 antagonist	UBC13 polyUb	APJ agonist	EBI2 block
O=C(Nc1ccccc1)C1=C[C@H](c2ccccc2)C[C@H](OCCCCO)O1
→ 3.8	-13.9	-45.1	-26.0	2.2	-9.5	-3.5	4.9
CCOC(=O)C1(CCOc2ccccc2)CCN(Cc2ccc3c(c2)OCCO3)CC1
→ -5.6	-0.1	2.7	-1.8	-2.4	19.6	-2.1	8.0
NC(=O)c1ccc(NC(=O)COC(=O)CCCc2c[nH]c3ccccc23)cc1
→ -2.8	-9.6	-3.3	0.0	1.4	-0.1	-1.9	-2.4
COCCOC(=O)c1c(C)oc2ccc(NS(=O)(=O)c3ccc(C)cc3)cc12
→ 1.5	-10.1	5.6	16.2	7.2	-4.0	6.0	8.5
CC12CN(C(=S)Nc3ccccc3)CC(C)(CN(C(=S)Nc3ccccc3)C1)C2=O
→ 4.9	-5.2	0.3	-0.8	-1.3	5.9	-3.7	-1.0
COCCCn1c(SCC(=O)N2CCOCC2)nnc1-c1ccco1
→ 2.3	-4.7	5.5	7.8	-1.6	4.4	-1.8	-10.1
Cc1c(-c2ccccc2Br)nc2ccccc2c1C(=O)O
→ 4.0	-7.0	2.1	/	0.6	/	/	-9.6
CCOC(=O)C1=C(c2ccccc2)N=c2s/c(=C\c3cc(OC)c(OC)c(OC)c3)c(=O)n2C1c1cccs1 (centres undefined)
→ 0.1	-25.6	-15.3	4.7	16.6	-16.9	-2.0	-10.7
CCCN1CCC(=O)N(CCOc2ccccc2)CC1
→ -15.0	-13.3	-22.0	4.5	3.6	-7.1	0.7	28.8
C(=Nc1ccc(N2CCOCC2)cc1)c1c[nH]c2ccccc12
→ -21.4	-5.4	0.7	-19.7	-4.4	6.3	0.1	-12.7
CCOC(=O)c1cnc(-c2ccccc2)[nH]c1=O
→ 3.6	-5.3	-8.6	7.3	5.0	3.5	1.1	-0.3
CCOC(=O)C1(CCCc2ccccc2)CCN(C(=O)c2cnn(CC)c2)CC1
→ 0.7	-3.4	27.8	18.0	14.0	-10.6	-0.6	-4.6
CCC(C)(C)NC(=O)C(c1ccc(O)cc1)N(Cc1ccco1)C(=O)CCC(=O)Nc1ccccn1 (centres undefined)
→ -1.3	-10.2	-4.3	-2.6	5.3	1.5	-2.7	-2.0
Cc1ccc(C)c(NC(=O)c2ccc3c(c2)N(Cc2ccc(F)cc2)C(=O)CS3=O)c1 (centres undefined)
→ 4.5	-7.8	5.5	2.5	14.7	-0.9	-1.4	6.0
O=C(CN1CCN(S(=O)(=O)c2ccccc2)CC1)NC(=O)NC1CCCCC1
→ 4.5	-9.1	4.5	6.6	4.8	-10.2	3.5	-5.3
O=c1cc(-c2cccc(Br)c2)oc2cccc(O)c12
→ 0.7	-7.2	-2.5	2.7	8.5	-4.6	-0.2	-1.9
O=C(CCCN1C(=O)/C(=C/c2cccs2)SC1=S)Nc1ccccn1
→ 1.5	8.5	4.9	-1.3	9.4	-1.5	-1.2	0.7
CCOCCCNC(=S)NCCCNc1nc2c(C)c(C)ccc2cc1C#N
→ -21.7	-10.4	26.5	/	3.6	/	/	9.8
Nc1nc2c(ncn2COC(CO)CO)c(=O)[nH]1
→ -1.0	3.0	-19.2	4.2	2.4	12.8	-0.5	-5.1
COC(=O)c1cc(Br)c(=O)n(Cc2ccco2)c1
→ -1.4	-4.6	4.0	10.7	3.4	-8.3	-2.0	-1.6
Cc1ccc(C)c(NC(=O)C(Sc2ncnc3ccccc23)c2ccccc2)c1 (centres undefined)
→ 10.4	-3.1	1.6	-2.2	-3.1	8.8	1.2	5.3
CCC(C)(C)n1nnnc1C(c1ccc(C)cc1)N1CCC(C)CC1 (centres undefined)
→ -1.1	-2.0	12.4	-1.0	20.1	7.3	-4.9	2.2
COc1ccccc1N1CCN(/N=C(\C)c2ccc(O)cc2)CC1
→ 3.4	-2.0	/	7.1	12.2	0.6	-2.3	4.6
CCC(=O)Nc1nc2ccc(S(C)(=O)=O)cc2s1
→ 4.1	2.9	-11.8	-0.2	-10.1	6.1	-3.8	-12.5
N#Cc1ccc(OCc2cccc(S(=O)(=O)N3CCOCC3)c2)cc1
→ -2.2	-9.1	3.5	12.4	7.1	0.9	2.5	1.1
COc1cc(/C=C(\C#N)c2nnc(N3CCOCC3)n2-c2ccccc2)ccc1O
→ 5.6	-1.9	10.5	15.4	3.3	-10.3	-4.0	-11.4
CS/C(=C\[N+](=O)[O-])Nc1ccc(F)cc1
→ -7.7	14.8	-20.6	-8.1	11.5	-1.8	-1.1	2.9
CCOC(=O)c1c(C)[nH]c(C(=O)COC(=O)c2ccccn2)c1C
→ -7.3	-5.2	0.2	-9.9	-20.6	-3.4	0.6	-7.7
O=C(O)c1ccccc1OC(C(=O)Nc1cc(Cl)cc(Cl)c1)c1ccccc1 (centres undefined)
→ -2.1	-7.8	28.1	2.6	0.2	5.3	3.6	7.5
Cc1ccc(CN2CC(C(=O)N3CC=C(c4ccccc4)CC3)CC2=O)cc1 (centres undefined)
→ 6.6	-13.4	1.5	5.0	13.3	-5.0	0.9	14.5
S=C(NCCCN1CCOCC1)Nc1ccc(-c2nc3ccccc3[nH]2)cc1
→ 2.1	-1.2	3.1	-2.7	-5.5	20.8	2.3	-8.6
CN1c2ccc([N+](=O)[O-])cc2C(C)(C)C12C=Cc1cc(C(=O)O)ccc1O2 (centres undefined)
→ 6.7	-1.4	8.3	19.0	21.7	-7.2	-1.9	-1.3
COc1ccc(N(CC(=O)Nc2ccc(C(C)C)cc2)S(=O)(=O)c2c(C)noc2C)cc1
→ 11.3	5.7	11.3	-6.8	7.5	-0.3	-0.1	21.7
Cc1ccc(C(=O)COC(=O)c2cnccn2)cc1
→ 6.6	-4.6	-2.0	3.0	14.9	-4.0	-1.2	-5.4

# Screening results (PubChem BioAssay)
